# Assay outcomes as filed in PubChem.
# PLC-beta3 inh = PLC-beta3 (human) inhibition, primary screen; Q01970; Purified PLC-beta3, fluorogenic substrate, fluorescence; inhibition, % at 12.2 µM; hit rate 0.18% among 370,000; AID 720704; in the data active = inhibition above about 11%;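 note: 0% = median of compound wells on plate and 100% = full blocker control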
# DDE Tn6 FP inh = DD(E)-Tn6 binding inhibition, primary FP screen; P02675; Fibrin DD(E) TRITC-Tn6 fluorescence polarization displacement; inhibition, % at 8.3 µM; hit rate 0.21% among 370,000;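 active = inhibition above a per-campaign cutoff: mean of compounds within control limits plus 3 SD, cut at about 15% in these data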;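 note: 0% = median of all compound wells on the plate and 100% = blocking peptide control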
# Tn7 DDE FP = DD(E)-Tn7 binding inhibition, primary FP screen. FP displacement of FITC-Tn7 peptide from fibrin DD(E); 0% = median of compound wells per plate. P02675. inhibition, % at 8.3 µM. hit rate 0.13% among 370,000;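 active = inhibition above the mean of compounds falling within the control limits plus 3 SD of them, cut at about 14% in these data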;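 note: 0% = plate median of compound wells and 100% = 10 µM Aha-Tn7 peptide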
#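 Also added: labelled Tn7 tracer, 0.1 µM; Assay system: human fibrin DD(E) protein; Amount: 2 µM fibrin DD(E); Schedule: 10 min compound pre-incubation, 3 h probe incubation at room temperature; Repeats: one replicate per compound; Read-out basis: percent inhibition; Measured by: fluorescence polarization of the labelled Tn7 tracer.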
# PLC-gamma1 inh = blocks human PLC-gamma1 enzyme activity | P19174 | purified PLC-gamma1, fluorogenic substrate, fluorescence | inhibition, % at 12.2 µM | hit rate 0.84% among 370,000; in the data active = inhibition above about 9.5%
# ADAM17 inh = inhibits human ADAM17; recombinant ADAM17, EDANS/DABCYL FRET peptide cleavage; inhibition, % at 6.95 µM; hit rate 0.83% among 370,000; AID 720648;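 active = inhibition above the mean of compounds lying between control limits plus 3 SD, set per campaign, cut at about 8.5% in these data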;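 note: 0% = DMSO-only wells as the low control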
# ARFGAP1 inh = inhibits rat ARF GTPase activating protein 1. Q62848. Arfgap1-stimulated ARF1 GTP hydrolysis, GDP FP detection. inhibition, % at 16.5 µM. hit rate 0.26% among 360,000;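 active = inhibition above a per-plate limit, mean inhibition of low control wells plus 3 SD, cut at about 25% in these data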;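 note: 0% = DMSO wells with enzyme and 100% = wells lacking Arfgap1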
# Target sequence (Q62848 1-136 limits assumed): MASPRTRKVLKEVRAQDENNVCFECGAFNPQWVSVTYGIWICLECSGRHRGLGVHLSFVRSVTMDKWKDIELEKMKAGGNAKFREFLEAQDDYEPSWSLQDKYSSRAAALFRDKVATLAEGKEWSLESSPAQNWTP
#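 system = rat Arfgap1 catalytic domain, aa 1-136 | technique = FP, GDP Alexa 633 tracer displaced from anti-GDP antibody, 620/688 nm | compound = one concentration, 16.5 µM, DMSO 1.26% | medium = HEPES-based buffer, pH 7.5 | timing = compound-enzyme preincubation 20 min, reaction 120 min, detection 60 min, 25 °C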
# ASAP1 GAP inh = blocks human ASAP1-stimulated Arf1 GTP hydrolysis; Q9ULH1; GDP FP detection; inhibition, % at 16.5 µM; hit rate 0.19% among 360,000; in the data active = inhibition above about 25%;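 note: 0% = vehicle with enzyme and substrate and 100% = no enzyme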
# Target sequence (Q9ULH1 325-724 limits assumed): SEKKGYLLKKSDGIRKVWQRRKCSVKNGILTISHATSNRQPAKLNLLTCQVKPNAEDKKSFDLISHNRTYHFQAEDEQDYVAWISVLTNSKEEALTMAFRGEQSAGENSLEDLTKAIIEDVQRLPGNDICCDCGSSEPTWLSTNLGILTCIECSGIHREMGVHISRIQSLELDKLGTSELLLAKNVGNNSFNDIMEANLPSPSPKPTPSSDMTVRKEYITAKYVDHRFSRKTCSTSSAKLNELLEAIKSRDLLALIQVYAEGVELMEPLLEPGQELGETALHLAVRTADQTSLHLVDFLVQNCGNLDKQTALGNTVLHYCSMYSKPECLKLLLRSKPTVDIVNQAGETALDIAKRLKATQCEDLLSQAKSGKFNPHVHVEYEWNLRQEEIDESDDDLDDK
# TDP2 absorb = blocks human TDP2 phosphodiesterase activity. inhibition, % at 12.8 µM. recombinant TDP2, T5PNP hydrolysis, p-nitrophenol absorbance 415 nm. hit rate 0.34% among 370,000. AID 720702. O95551;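 active = inhibition above the mean of all tested compounds plus 3 SD, set per campaign, cut at about 25% in these data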;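 note: 0% = DMSO with enzyme and 100% = buffer with substrate but no TDP2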
#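 Evaluation: % inhibition relative to enzyme-containing and enzyme-free wells. Material: recombinant human TDP2. Benchmarks: enzyme-free and DMSO wells. Timing: enzyme reaction with compound for 2 h at 37 °C. Compound dosing: 12.8 µM only. Measured by: p-Nitrophenol epi absorbance. Reagent: T5PNP substrate at 5 mM, a TopII-DNA adduct mimic. Replication: single well per compound.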
# SIAE inh = inhibitors of human sialic acid acetylesterase SIAE; Q9HAT2; SIAE FP-Rh probe binding, fluorescence polarization; inhibition, % at 9.66 µM; hit rate 0.69% among 370,000;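 active = inhibition above a cutoff: mean of compounds within the control limits plus 3 SD of those, cut at about 17% in these data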;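 note: 0% = plate median of compound wells and 100% = probe without SIAE protein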
# Target sequence (Q9HAT2 whole entry, looked up): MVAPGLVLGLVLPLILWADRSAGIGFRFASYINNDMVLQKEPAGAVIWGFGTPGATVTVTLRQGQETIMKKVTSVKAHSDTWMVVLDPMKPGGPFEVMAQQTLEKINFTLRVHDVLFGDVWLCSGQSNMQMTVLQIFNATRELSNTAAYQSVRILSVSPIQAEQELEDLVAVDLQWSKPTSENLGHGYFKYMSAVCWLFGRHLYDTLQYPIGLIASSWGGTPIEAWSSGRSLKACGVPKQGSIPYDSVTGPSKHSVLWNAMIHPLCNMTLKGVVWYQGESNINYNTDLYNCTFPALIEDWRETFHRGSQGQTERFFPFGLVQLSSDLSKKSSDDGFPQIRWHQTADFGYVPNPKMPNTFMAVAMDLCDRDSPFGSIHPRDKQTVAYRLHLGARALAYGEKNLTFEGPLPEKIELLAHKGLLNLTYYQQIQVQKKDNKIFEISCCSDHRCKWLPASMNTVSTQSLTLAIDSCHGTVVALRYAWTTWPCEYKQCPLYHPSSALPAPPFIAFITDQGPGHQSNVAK
# ADAM10 inh = inhibits human ADAM10 | recombinant ADAM10, EDANS/DABCYL FRET peptide cleavage, 3 h | inhibition, % at 7 µM | hit rate 0.62% among 370,000;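 active = inhibition above a per-campaign cutoff equal to the mean of compounds falling between control-based bounds plus 3 SD, cut at about 20% in these data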;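 note: 0% = DMSO wells while the 100% control is not disclosed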
# Active calls of the source: *.
SMILES,PLC-beta3 inh,DDE Tn6 FP inh,Tn7 DDE FP,PLC-gamma1 inh,ADAM17 inh,ARFGAP1 inh,ASAP1 GAP inh,TDP2 absorb,SIAE inh,ADAM10 inh
CCC(C)NC(=O)CCc1c(C)nc2nc(-c3cc(OC)cc(OC)c3)nn2c1C (stereo not given),-4.1,-2.6,5.3,-0.8,-5.3,3.1,-21.6,16.4,-3.1,7.2
CC(C)C(C)NC(=O)COn1nnc2ccc(S(=O)(=O)N3CCOCC3)cc21 (stereo not given),-0.7,4.4,6.2,-2.7,-1.8,-10.5,-1.2,-6.4,5.2,-7.6
COc1ccc(OC)c(C(=O)C(=O)c2cc(OC)ccc2OC)c1,6.6,-7.1,2.3,3.1,1.7,-13.3,8.6,-7.8,-4.3,2.6
CC(O)C(NS(=O)(=O)c1ccc(Cl)cc1)C(=O)OCc1nnc(-c2ccccc2)o1 (stereo not given),2.4,4.0,-3.1,1.1,0.3,7.5,1.6,-3.9,-0.4,-5.1
COc1ccc(-n2nnnc2SCC(=O)c2cccc(OC)c2)cc1,0.3,-2.2,-5.8,0.7,10.3*,5.6,4.2,-15.4,0.3,6.9
O=C(NCCSc1ccc(Cl)cc1)c1ccco1,0.5,-0.9,-0.6,0.9,-0.8,1.5,1.5,-1.3,7.5,4.1
O=C(c1cccc(S(=O)(=O)Nc2ccc(Br)cc2)c1)N1CCCC1,-1.7,-1.6,-5.7,-0.8,-2.7,0.4,0.3,-4.2,-12.2,0.1
Nc1nc(NCCCN2CCOCC2)nc(NCc2ccccc2)c1[N+](=O)[O-],-3.5,-7.1,1.9,4.2,-2.3,-2.4,-4.8,17.9,-2.0,-3.3
COc1ccccc1CNc1nc(NCc2cccs2)nc2ccsc12,4.5,6.1,1.2,4.3,-0.2,-16.1,6.0,-4.1,7.4,0.2
Cn1ncc(C#N)c1/N=C/N1CCCCCC1,-0.7,8.8,-0.3,8.0,-3.6,-0.9,0.7,1.1,2.2,-7.8
CC(C)COC(=O)C1C2C=CC3(CN(C(C)c4ccc(Br)cc4)C(=O)C13)O2 (stereo not given),1.6,-5.8,-3.2,-1.2,0.5,-4.0,-4.1,-1.2,-0.6,-5.2
Cc1c(/C=C/C(=O)c2ccc(C(C)C)cc2)cnn1C,-1.2,6.2,3.0,-1.9,-15.2,-5.0,-1.0,6.0,1.6,-53.4
COc1ccc(C(=O)C(C)[n+]2ccc(-c3nnc4n3CCCCC4)cc2)cc1 (stereo not given),-19.3,8.4,-11.7,-10.7,-5.3,10.6,-11.5,-7.8,3.1,-2.2
CC(=NNc1ccc2ccccc2n1)c1ccccn1,0.9,8.9,-3.8,-0.1,0.3,-2.0,9.5,-9.7,4.8,-1.0
CCC(C)(C)NC(=O)C(c1ccc(OC)cc1)N(C(=O)CCC(=O)Nc1cc(C)on1)C(C)(C)C (stereo not given),-8.7,2.3,1.8,-0.9,-6.4,-3.1,2.9,-7.4,-1.8,-0.3
COCCNC(=O)CCC1CCN(C/C=C/c2ccccc2OC)CC1,3.5,0.9,-1.6,3.0,-1.0,5.4,10.8,-7.2,0.9,-2.5
CCOC(=O)N1CCN(c2cc(N)c([N+](=O)[O-])cc2F)CC1,2.9,3.1,4.3,3.5,2.6,5.7,-6.6,-0.9,2.5,4.3
CC(NS(=O)(=O)c1ccccc1)C(c1cccs1)N1CCOCC1 (stereo not given),5.4,-3.2,1.2,0.8,0.7,4.8,-8.3,7.6,-0.3,-2.0
COc1ccc(C(=O)c2no[n+]([O-])c2C(=O)c2ccc(OC)cc2)cc1,-3.5,3.5,-0.1,-3.4,-6.8,4.0,5.5,-2.4,-1.1,-7.4
N#C/C(=C/c1ccc(-c2ccc([N+](=O)[O-])cc2)o1)C(=O)Nc1nc(-c2cccs2)cs1,-25.7,-5.9,7.2,-16.8,1.0,-17.9,-4.9,-6.8,6.0,-9.5
COc1ccc2c(c1)[nH]c1c(=O)n(CCCn3ccnc3)cnc12,0.0,-9.2,7.0,-1.5,-1.5,4.5,-3.2,0.3,2.5,-2.8
C/C(Cc1ccccc1)=N\NC(=O)CNC(=O)c1ccc(F)cc1,-7.3,10.0,-0.1,1.6,-3.6,-6.6,-9.1,11.7,10.6,-0.5
CS(=O)(=O)NNC(=O)Cn1nnc(-c2ccc(OCc3ccccc3Cl)cc2)n1,-9.7,3.5,3.4,3.0,2.7,4.8,-8.3,3.5,-10.2,3.3
CCCc1c(-c2ccccc2Br)ncn1Cc1ccccc1OC,-3.6,-4.2,1.6,-0.6,1.0,16.4,-8.2,7.1,-3.4,-4.1
CC(c1nc2ccccc2[nH]1)n1c(-c2ccncc2)nc2ccccc21 (stereo not given),6.8,-5.4,1.2,0.8,0.8,4.8,-4.4,-8.9,-4.0,-0.9

# The final two entries of the section before are carried over, then new ones follow:
SMILES,PLC-beta3 inh,DDE Tn6 FP inh,Tn7 DDE FP,PLC-gamma1 inh,ADAM17 inh,ARFGAP1 inh,ASAP1 GAP inh,TDP2 absorb,SIAE inh,ADAM10 inh
CCCc1c(-c2ccccc2Br)ncn1Cc1ccccc1OC,-3.6,-4.2,1.6,-0.6,1.0,16.4,-8.2,7.1,-3.4,-4.1
CC(c1nc2ccccc2[nH]1)n1c(-c2ccncc2)nc2ccccc21 (stereo not given),6.8,-5.4,1.2,0.8,0.8,4.8,-4.4,-8.9,-4.0,-0.9
CC(C)OC(=O)C1CC=CCC1C(=O)Nc1ccc(Cl)cc1 (stereo not given),3.3,-6.1,2.0,-0.9,-1.7,17.4,11.9,0.4,-6.1,7.5
COc1ccc(S(=O)(=O)N2CCOC23CCN(C(=O)c2ccccc2OC)CC3)cc1,-7.8,4.4,5.4,2.1,-2.4,-2.5,1.9,4.3,4.8,-9.0
CCCCOC(=O)Nc1nc(C)c(C(=O)OCC)s1,2.4,-8.1,3.5,1.9,-4.1,-1.4,4.0,-5.3,3.1,-3.8
COc1ccc(OCCNc2cc(N3CCOCC3)ccc2[N+](=O)[O-])cc1,7.0,-13.1,4.7,3.4,5.0,-3.5,3.3,-2.3,-0.6,13.4
C[C@@H]1C=CCCO[C@]12C(=O)Nc1ccccc12,-5.0,0.8,-0.5,-7.9,-11.5,-0.6,1.1,1.3,4.9,-33.8
O=C(O)CCSc1ccccn1,-1.5,-1.5,-1.6,2.0,0.6,9.6,2.1,0.5,4.4,-5.2
CC(Sc1nnnn1-c1ccccc1)C(=O)Nc1ccccc1-c1ccccc1 (stereo not given),2.1,0.2,10.3,1.2,4.2,5.5,-7.4,5.9,1.3,7.0
Cc1ccc(S(=O)(=O)N2CC3(O)CN(C(=O)OC(C)C)N(C(=O)OC(C)C)CC3(OC(=O)NC3CC3)C2)cc1 (stereo not given),1.8,3.0,-3.2,-2.2,-0.8,-5.0,14.9,-11.6,-0.4,-2.5
COCCn1c(SCC(=O)Nc2ncc(Cl)c(C)c2Cl)nc2ccccc21,0.6,3.3,4.2,3.3,1.1,9.6,11.1,-1.5,0.0,1.1
CCc1ccc(/C=C/C(=O)c2ccc(S(=O)(=O)N(C)C)cc2)cc1,-1.6,-2.5,-4.1,-0.7,-1.6,4.5,-12.5,10.6,-3.1,-1.1
Cc1cc(NC(=O)CSCC(=O)NC(C)c2ccccc2)no1 (stereo not given),-3.7,-0.5,2.0,-0.2,-2.0,-4.2,6.9,0.5,-5.8,-6.9
CCCCSc1nc2ccc(Nc3nc(N4CCOCC4)nc(N4CCOCC4)n3)cc2s1,-0.6,0.6,-1.7,1.3,-1.6,7.5,2.7,-8.6,-0.6,-1.5
Fc1ccc(N2CCN(Cc3ccccn3)CC2)cc1,1.4,1.8,4.6,-1.4,-1.9,0.8,8.1,0.3,-2.0,-8.1
CCOC(=O)c1c(C)c(C(=O)Nc2ccc(N(C)C)cc2)c(C)n1CC,0.8,-3.3,-1.6,2.9,0.4,0.6,0.5,7.2,3.2,-0.5
O=C(c1ccccc1)N1CCN(C(=S)NCCc2ccccc2)CC1,2.0,5.6,2.8,6.5,2.2,-8.2,11.5,5.4,-0.2,2.3
CC(N)c1csc(Nc2cc(Oc3ccccc3)ncn2)n1 (stereo not given),-12.0,3.7,2.2,5.1,-5.1,-5.0,-2.9,4.9,-1.2,-22.1
O=C(Nc1ccc2c(c1)OCCO2)C(C1CC1)N1CCC(Cc2ccccc2)CC1 (stereo not given),-1.9,-0.8,4.5,-0.1,-3.5,4.1,-2.5,3.6,0.9,-3.9
CN(C)CCNC(=O)c1nn(C)c2c1CCc1ccccc1-2,-7.3,-10.9,9.8,-2.1,-6.8,-4.3,0.8,1.7,-4.9,2.1
CC1=CC(=O)C=C(C)C1=NOc1ccccc1[N+](=O)[O-],1.1,-6.0,-5.4,1.8,2.3,8.5,-4.1,7.2,-0.9,8.9
CCN1CCN(C(c2ccccc2F)c2nnnn2Cc2ccc3c(c2)OCO3)CC1 (stereo not given),-1.7,2.4,5.3,0.5,-6.0,10.6,2.9,-3.8,-3.8,6.7
COc1ccc(N2CCN(Cc3nnnn3C3CCCCC3)CC2)cc1,1.6,3.8,1.6,0.6,-0.8,5.1,-10.8,-0.5,1.1,-3.9
CCOC(=O)c1cc(=O)c2ccc(OCC(=O)Nc3ccccc3)cc2o1,0.0,4.8,-4.8,-0.4,0.6,-7.9,-2.0,12.3,-4.3,2.4
Cc1ccccc1NC(=O)OCc1ccccc1,-6.8,-0.6,3.3,-2.3,-2.4,-0.3,-3.9,-8.2,-1.4,-4.3
CCOc1ccccc1/C=C/c1onc(C)c1S(=O)(=O)N1CCC(C(=O)N(CC)CC)CC1,-17.1,-4.7,0.5,-2.5,-5.3,8.2,2.3,-5.9,-9.1,6.6
O=C(CN1C(=O)c2ccccc2C1=O)Nc1ccccc1C(=O)N1CCCC1,-3.6,6.8,7.2,2.1,-1.8,-3.4,-3.0,-3.7,4.0,-4.8
COCCNC(=O)C1(C)CCCN(CC(=O)c2ccc(OC)cc2)C1 (stereo not given),-0.8,0.3,1.8,-1.3,-3.6,4.6,-4.4,7.5,2.4,-21.0
CCCCN(C)C(=O)CC(NS(=O)(=O)c1ccc(NC(C)=O)cc1)C(C)C (stereo not given),1.8,2.7,-1.8,2.5,-5.5,8.1,0.9,5.0,1.7,-0.7
O=S(=O)(c1ccc(SCCOc2ccc(Br)cc2)nc1)N1CCCC1,1.3,1.3,1.6,2.8,-3.5,18.6,4.7,8.2,-6.8,-13.1
COc1ccccc1Nc1nc(N)nc(CSC(=S)N2CCN(c3ccccc3)CC2)n1,2.0,-0.6,-9.0,2.7,0.8,-0.8,-7.2,-6.7,-2.5,5.5
